Bioassay records: PubChem, several laboratories
COUP-TFII inh: blocks human COUP-TFII nuclear receptor | 0.7% of 370,000 active | P24468 | AID 686940 | inhibition, % at 8.6 µM | HEK293T NGFI-A luciferase reporter, luminescence;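 active = inhibition above a per-plate cutoff, mean inhibition of test wells between control levels plus 3 SD, cut at about 38% in these data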;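 note: cells cotransfected with COUP-TFII expression vector driving the NGFI-A reporter; 0% = median of COUP-TF2 test wells and 100% = reporter-only cells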
Target sequence (P24468 whole entry, looked up): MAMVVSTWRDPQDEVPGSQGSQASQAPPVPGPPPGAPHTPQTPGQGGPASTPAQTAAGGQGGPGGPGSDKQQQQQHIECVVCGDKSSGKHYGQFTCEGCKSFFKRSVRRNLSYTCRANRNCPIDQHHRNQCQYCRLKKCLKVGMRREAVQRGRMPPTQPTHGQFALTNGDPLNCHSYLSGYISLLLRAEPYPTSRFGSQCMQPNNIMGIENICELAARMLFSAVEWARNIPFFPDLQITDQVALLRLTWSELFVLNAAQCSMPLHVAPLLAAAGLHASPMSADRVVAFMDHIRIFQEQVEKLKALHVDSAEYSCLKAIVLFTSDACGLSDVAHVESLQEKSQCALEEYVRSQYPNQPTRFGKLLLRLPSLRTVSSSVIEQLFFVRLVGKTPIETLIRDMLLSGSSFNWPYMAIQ
NCOA3 inh: human NCOA3 inhibition. 0.17% of 360,000 active. Q9Y6Q9. inhibition, % at 3.6 µM. HEK293 GAL4-SRC3 luciferase reporter, luminescence;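 active = inhibition above a per-campaign cutoff, the mean of all compounds plus 3 SD, cut at about 60% in these data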;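 note: 0% = DMSO-treated cells and 100% = gossypol-treated cells at 36 µM; higher means less SRC3-driven luciferase light from the GAL4 reporter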
TWEAK Fn14 block: inhibitors of TWEAK-Fn14 interaction signaling; TWEAK-stimulated Fn14 reporter cells, luciferase luminescence, 8 h; inhibition, % at 10 µM; 2% of 360,000 active; AID 1159606; in the data active = inhibition above about 50%
TROY signal inh: inhibitors of TROY-dependent NF-kB signaling; inhibition, % at 10 µM; Q293 LMP1-TROYcd NF-kB luciferase reporter, 4 h; AID 1347056; 0.98% of 360,000 active;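 active = compounds whose plate-normalised and pattern-corrected inhibition of the luciferase reporter signal at the single screening dose is 50% or more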
SRC1 inh: inhibits human SRC1 coactivator; inhibition, % at 3.6 µM; Q15788; 0.12% of 360,000 active; HEK293 GAL4-SRC1 luciferase reporter, luminescence;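 active = inhibition above the campaign mean plus 3 SD, with each screening campaign given its own cutoff, cut at about 60% in these data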;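 note: 0% = DMSO treated cells and 100% = gossypol at 36 µM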
LRH-1 inv ag: NR5A2 inverse agonism in reporter assay | 0.13% of 360,000 active | AID 602396 | HEK293T StAR-luciferase reporter, LRH-1 transfected, 24 h | inhibition, % at 3.6 µM;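 active = inhibition above the mean inhibition of all tested compounds plus 3 SD, cut at about 73% in these data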;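 note: 0% = DMSO wells and 100% = reporter-only cells lacking LRH-1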
NOD2 RIPK2 PPI: NOD2-RIPK2 protein interaction inhibition. CHO BLA complementation NOD2-RIPK2, CCF4 ratio. inhibition, % at 4.98 µM. 0.38% of 360,000 active. AID 624267; in the data active = inhibition above about 21%;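 note: 0% = vehicle only and 100% = reference blocker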
Target sequence (O43353 whole entry, looked up): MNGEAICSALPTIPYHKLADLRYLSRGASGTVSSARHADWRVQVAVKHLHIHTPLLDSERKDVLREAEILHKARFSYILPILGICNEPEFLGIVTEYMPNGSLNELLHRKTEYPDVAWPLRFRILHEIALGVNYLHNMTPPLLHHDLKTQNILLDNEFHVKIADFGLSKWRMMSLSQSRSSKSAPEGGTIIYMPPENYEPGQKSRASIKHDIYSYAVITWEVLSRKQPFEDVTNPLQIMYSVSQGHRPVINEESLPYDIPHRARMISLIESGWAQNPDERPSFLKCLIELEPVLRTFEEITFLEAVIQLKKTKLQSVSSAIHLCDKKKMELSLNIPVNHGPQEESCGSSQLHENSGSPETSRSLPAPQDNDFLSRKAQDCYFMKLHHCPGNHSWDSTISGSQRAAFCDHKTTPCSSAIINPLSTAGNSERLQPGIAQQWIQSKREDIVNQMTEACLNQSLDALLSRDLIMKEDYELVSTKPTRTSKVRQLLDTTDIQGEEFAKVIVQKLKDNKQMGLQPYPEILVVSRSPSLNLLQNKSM
NCOA2 inhibitor: human SRC2 (NCOA2) inhibition; HEK293 GAL4-SRC2 luciferase reporter, luminescence; Q15596; 0.17% of 370,000 active; inhibition, % at 9 µM;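 active = inhibition above the mean inhibition of all tested compounds plus 3 SD, set per campaign, cut at about 52% in these data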;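 note: 0% = DMSO treated cells and 100% = cells given Gossypol at 36 µM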
ABHD5 PLIN5 PPI: blocks binding of human ABHD5 to perilipin-5 | Q00G26+Q8WTS1 | Split G. princeps luciferase complementation, luminescence, 4 h | inhibition, % at 4 µM | 0.78% of 360,000 active | AID 602281;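 active = inhibition above the mean inhibition across every tested compound plus 3 SD, cut at about 22% in these data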;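 note: 0% = DMSO only wells and the 100% control is not disclosed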
TLR9-MyD88 block: blocks human TLR9 binding to MyD88 | CHO BLA complementation TLR9-MyD88, CCF4 FRET ratio | Q9NR96+Q99836 | inhibition, % at 4.98 µM | 0.21% of 340,000 active | AID 504734;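 active = inhibition above the mean over all tested compounds plus 3 SD, cut at about 21% in these data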;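 note: 0% = DMSO only wells and 100% = clavulanate BLA inhibitor control wells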
Granule exo inh: blocks lytic granule exocytosis. AID 651702. 0.66% of 360,000 active. inhibition, % at 10 µM. TALL-104 LAMP-1 surface exposure, flow cytometry; cells stimulated with thapsigargin and PMA;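 active = inhibition above about 55%, limit read from the data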
* marks the source's active call; other numbers are inactive results; . = no result given.

SMILES	COUP-TFII inh	NCOA3 inh	TWEAK Fn14 block	TROY signal inh	SRC1 inh	LRH-1 inv ag	NOD2 RIPK2 PPI	NCOA2 inhibitor	ABHD5 PLIN5 PPI	TLR9-MyD88 block	Granule exo inh
Cc1ccc(C2(c3noc(CN(C)Cc4cnn(C)c4)n3)CCCC2)cc1	1	12	7	-20	2	16	-12	-16	-1	9	-1
Cc1ccccc1CN1C[C@@H]2C[C@@H](c3cnc(N4CCOCC4)s3)N3CCC[C@@]23C1=O	-2	10	7	-8	3	13	-5	6	0	4	1
Cc1oc(S(=O)(=O)N2CCCC2)cc1C(=O)Nc1ccc(F)cc1	13	9	9	10	-2	-13	-7	7	-5	3	9
O=C(O)c1ccc(OCC(O)Cn2cnc3ccccc32)cc1 (stereo not given)	1	-14	19	1	-24	3	-1	-18	0	4	-1
Cc1ccc(N(CC2CO2)S(=O)(=O)c2ccc([N+](=O)[O-])cc2)cc1 (stereo not given)	9	18	13	-2	-10	11	-3	10	2	-4	0
C=CCOCCN(CC)CC	-2	-26	-4	6	-3	0	-7	-8	-3	1	-9
CC(C)C(=O)N[C@@H]1c2ccccc2CC[C@H]1OCc1ccccc1	-10	-7	12	-17	-4	-14	-4	-5	-6	-8	-5
C=CCn1c(Sc2nncn2C)nc2c1c(=O)[nH]c(=O)n2C	7	16	18	-21	-40	14	-4	-32	4	4	-3
CCOc1ccccc1COC(=O)c1cccc(-n2cnnn2)c1	9	-23	-3	-31	-9	-4	5	-22	-3	0	-1
COC(CNC(=O)c1ccc2nc(-c3ccccc3)c(-c3ccccc3)nc2c1)OC	15	30	16	6	16	-11	-3	18	1	-6	2
CCN1CCN(c2nc(-c3ccccn3)nc3ccccc23)CC1	8	4	-1	2	-1	0	-2	-43	-1	-4	-1
COc1ccccc1CN(C)C(=O)C(NC(=O)Cc1cccc2ccccc12)C(C)C (stereo not given)	7	-3	5	8	-16	6	8	19	-5	-8	0
Cc1nn(-c2ccccc2)c(Cl)c1/C=N/NC(=O)c1ccccc1F	-77	-57	-24	-73	-74	-111	5	-70	-1	-4	-1
Cc1cc(C)c(NC(=O)COC(=O)C23CC4CC(CC(O)(C4)C2)C3)c(Cl)c1	-16	-7	-16	-5	-12	8	1	14	-6	1	-5
COCC(C)n1c(=O)sc2ccccc2c1=O (stereo not given)	10	8	22	-3	3	7	7	-7	13	-3	2
COc1cc(CNCc2ccccn2)ccc1OCc1ccc(Cl)c(Cl)c1	-53	-38	-39	-42	-36	-17	2	-18	20	-2	20
Cc1ccccc1Cn1c2ccccc2c2cnn(CC(=O)NCc3ccco3)c(=O)c21	4	9	17	-6	12	-7	-12	-12	17	6	29
COc1ccc(N2CCC(CNC(=O)Nc3ccc(Cl)cc3)C2)cc1 (stereo not given)	7	0	-4	-5	-8	-6	9	-11	-5	2	-3
C=CCSc1nc(C)c(CC(=C)C)c(=O)[nH]1	-3	-14	13	-6	-1	-2	-2	-2	3	-5	10
COc1cccc(-c2ccc(CN3C(C)C(=O)N(Cc4cn(Cc5ccco5)nn4)CCS3(=O)=O)cc2)c1OC (stereo not given)	18	-12	23	1	-7	-4	4	21	12	.	-5
COc1ccc(C2=NOC(C(=O)NC(C)(C)C)C2)cc1 (stereo not given)	7	5	19	2	-6	-28	-14	-21	-8	-8	5
O=c1c2c3c(sc2n2cnnc2n1Cc1ccccc1)CN(Cc1ccccc1)CC3	5	-12	4	12	-15	-13	-1	-8	10	-2	6
COC(=O)c1ccc(CNC(=O)/C=C/c2cc([N+](=O)[O-])ccc2OC(F)F)cc1	1	14	11	9	2	19	0	11	-1	-11	-2
Cc1ccc(S(=O)(=O)NCC(c2cccnc2)N2CCc3ccccc32)cc1 (stereo not given)	13	19	5	-8	-10	-6	0	-1	-1	-2	28
NC(=O)C1CCN(CC(=O)N2c3ccccc3CCc3ccccc32)CC1	-1	4	-4	0	1	-5	-5	4	-6	5	0
CCOC(=O)N1CCC(NC(=O)c2sc(-n3cccc3)nc2C)CC1	-5	4	-6	16	2	-5	-11	-19	-5	9	-3
O=C1CN(C(=O)CSc2nc3cc(Cl)ccc3c(=O)n2Cc2ccccc2)c2ccccc2N1	11	11	23	9	7	3	-9	-5	1	-13	2
NC(=O)c1nnsc1Sc1c(C(N)=O)nnn1-c1cccc(N)c1	-6	-8	21	6	-32	3	1	-5	1	-1	-2
CCOc1ccc(/C=N/NC(=O)c2ccc(Cn3cc(Br)cn3)o2)cc1	4	-24	-43	-32	-6	-35	-2	-27	2	19	-2
CCCOc1ccc(C(=O)c2nc3c(n2O)CCCC3)cc1	6	-16	-5	-45	-25	-26	-12	-14	8	-6	-2
COc1ccccc1NC(=O)CCC(=O)OCc1ccc(Cl)cc1	3	18	-7	4	-1	3	-5	4	-3	1	0
COc1ccc(OC)c(S(=O)(=O)Nc2cc3c4c(c2)C(C)C(=O)N4CCC3)c1 (stereo not given)	1	6	-8	57*	-5	7	-6	-18	1	-10	-1
COC(=O)[C@@H]1C[C@]2(OC(=O)c3ccccc3)C=CC(=O)C[C@@H]2N1C(=O)OCc1ccccc1	11	40	51*	24	24	29	6	22	45*	-6	-2
Fc1ccccc1-c1nc2c(s1)CCc1onc(-c3ccc(Br)cc3)c1-2	2	-9	0	-10	8	-7	-15	-4	-15	3	-3
COc1ccc2c(c1OC)C(=O)N(c1ccc(OCc3ccccc3)cc1)C2=O	-10	-34	-10	-8	3	6	-7	21	5	-8	-3
NC(=O)c1ccccc1NC(=O)c1cccc(C(=O)Nc2ccccc2C(N)=O)n1	-9	12	-6	4	-12	-11	-2	-10	-4	.	4
NC(=O)c1cc([N+](=O)[O-])c(Cl)cc1NCc1cccnc1	-24	10	-20	-7	-39	11	-6	-9	-1	-3	-5
CCC(C)(C(=O)NC1CCCCC1)N(C(=O)C1CCC(=O)N1)c1ccc(C)cc1 (stereo not given)	-6	4	-7	1	-2	8	10	-18	-2	2	3
O=[N+]([O-])c1cccc(C(=S)N2CCCC2)c1	-8	8	2	13	-13	17	-10	-4	-1	-1	6
COc1ccc(C(c2nnnn2CS(=O)(=O)c2ccc(C)cc2)N2CCN(Cc3ccccc3)CC2)cc1 (stereo not given)	0	7	9	17	12	2	-19	-14	0	-1	-3
CCOC(=O)C(C)Sc1cnccn1 (stereo not given)	5	4	-8	-7	-3	0	-4	-24	-3	-6	4
CC(C)(C)NS(=O)(=O)c1ccc(NC(=O)CS(=O)(=O)Cc2ccccc2)cc1	13	-14	3	9	4	10	5	10	-1	16	-5
CCO[C@@H]1OC(C(=O)Nc2ccccc2)=C[C@H](c2ccc(C(F)(F)F)cc2)[C@H]1CCCO	13	21	-8	-24	4	-7	2	5	3	5	13
O=[N+]([O-])c1ccc(NN=Cc2ccc(O)cc2O)nc1	-69	-7	7	-15	-45	-4	22*	-15	5	5	-1
COC(=O)C1=C(C)N=C2SC(C)C(=O)N2C1c1cccs1 (stereo not given)	-6	2	14	5	1	4	-1	6	-4	-4	1

Taken from above:
Entry for `Fc1ccccc1-c1nc2c(s1)CCc1onc(-c3ccc(Br)cc3)c1-2` in ABHD5 PLIN5 PPI: -15
Entry for `COc1ccccc1NC(=O)CCC(=O)OCc1ccc(Cl)cc1` in ABHD5 PLIN5 PPI: -3

Next section
SMILES	COUP-TFII inh	NCOA3 inh	TWEAK Fn14 block	TROY signal inh	SRC1 inh	LRH-1 inv ag	NOD2 RIPK2 PPI	NCOA2 inhibitor	ABHD5 PLIN5 PPI	TLR9-MyD88 block	Granule exo inh
CCCCCCc1c(O)nc(SCCN(C)C)[nH]c1=O	-10	21	-10	-2	7	-5	-6	19	2	-6	-7
COc1ccccc1N1CCN(c2ccc(Cl)nn2)CC1	-9	9	-2	-1	-26	-24	3	6	5	19	-3
CCOC(=O)C1CCN(c2cc(C)nc3ccc(OC)cc23)CC1	42*	27	2	11	5	18	5	23	-2	-1	44
Cc1nn(C)c(C)c1NS(=O)(=O)c1ccc(N2CCCC2=O)cc1	11	-17	14	-4	0	6	-11	7	1	-7	-2
COc1ccc(CCNC(=O)Nc2nc(C(N)COCc3ccccc3)cs2)cc1OC (stereo not given)	1	-14	-2	9	8	15	-4	0	2	.	0
CC(NC(=O)COc1ccc(-c2nnco2)cc1)c1ccc(Cl)cc1Cl (stereo not given)	5	13	17	17	23	-15	12	7	16	-22	5
CCOc1ccc(C(c2nnnn2Cc2ccccc2)N2CCN(C(=O)c3ccco3)CC2)cc1 (stereo not given)	5	4	4	-5	3	9	5	5	1	3	-4
Nc1cc(Cl)ccc1N1CCOCC1	3	5	4	6	-4	-13	-5	-28	5	5	1
O=C(NC(NC(=S)Nc1ccccc1C(=O)O)C(Cl)(Cl)Cl)c1cccc([N+](=O)[O-])c1 (stereo not given)	9	-3	-22	4	-32	-38	-3	0	-6	4	0
Cc1cc(=O)n2[nH]c(N3C(=O)CCC3=O)nc2n1	2	10	2	-3	6	-7	-3	0	-4	4	1
CCN1CCN(c2ccc(S(=O)(=O)N3CCOCC3)cc2NC(=O)c2sccc2C)CC1	4	-18	-13	-5	-8	5	0	2	-12	-4	-2
COc1ccc(-c2csc3ncn(-c4ccccc4OC)c(=O)c23)cc1OC	-33	27	8	-35	5	-17	8	-11	10	4	-4
O=C(CN(c1ccc(Br)cc1)S(=O)(=O)c1ccc(Cl)c([N+](=O)[O-])c1)NCCc1ccccc1	4	-5	-19	10	-12	12	7	-24	-5	-9	-2
COc1ccccc1NC(=O)COC(=O)c1cc2c(s1)CCC2	14	-6	-18	-15	-12	-12	-10	17	11	1	8
O=C(COc1cccc2c1CCNC2=O)Nc1cccc(C(F)(F)F)c1	.	3	-35	-12	-5	42	-4	.	-3	3	7

Fetched one by one from above:
SMILES	COUP-TFII inh	NCOA3 inh	TWEAK Fn14 block	TROY signal inh	SRC1 inh	LRH-1 inv ag	NOD2 RIPK2 PPI	NCOA2 inhibitor	ABHD5 PLIN5 PPI	TLR9-MyD88 block	Granule exo inh
CCN1CCN(c2ccc(S(=O)(=O)N3CCOCC3)cc2NC(=O)c2sccc2C)CC1	4	-18	-13	-5	-8	5	0	2	-12	-4	-2
COc1ccc(CCNC(=O)Nc2nc(C(N)COCc3ccccc3)cs2)cc1OC (stereo not given)	1	-14	-2	9	8	15	-4	0	2	.	0
CCCCCCc1c(O)nc(SCCN(C)C)[nH]c1=O	-10	21	-10	-2	7	-5	-6	19	2	-6	-7
NC(=O)c1ccccc1NC(=O)c1cccc(C(=O)Nc2ccccc2C(N)=O)n1	-9	12	-6	4	-12	-11	-2	-10	-4	.	4

More results.
SMILES	COUP-TFII inh	NCOA3 inh	TWEAK Fn14 block	TROY signal inh	SRC1 inh	LRH-1 inv ag	NOD2 RIPK2 PPI	NCOA2 inhibitor	ABHD5 PLIN5 PPI	TLR9-MyD88 block	Granule exo inh
Cc1cnc2cc(Cl)ccc2c1SCC(=O)O	16	-6	-7	6	0	1	1	3	3	5	-1
CC(O)(c1ccc(F)c(F)c1)c1nc(-c2cc(F)cc(F)c2)cs1 (stereo not given)	-1	2	0	4	1	37	1	-11	-17	.	1
COc1ccc(C(=O)N/N=C/C(=O)c2ccccc2)cc1	-63	-73	19	-9	-71	-71	7	-68	-3	7	-13
CC(NC(=O)c1ccccc1)C(=O)OCC(=O)Nc1cccc(S(=O)(=O)N2CCCC2)c1 (stereo not given)	-1	8	-7	2	-3	-8	0	15	-12	10	1
CCOc1ccc(NC(=O)CN2CCN(c3ccc(F)cc3)CC2)cc1	10	8	5	-3	6	9	-42	20	-11	2	6

Not all compounds are listed; rates above refer to the full screens.
